MsrA inhibitor: bovine MsrA enzyme inhibitors, primary screen, biochemical, absorbance, HTS; purified bovine MsrA, absorbance read-out; inhibition, % at 15.5 µM; 0.75% of 360,000 active; AID 651718, 2012; in the data active = inhibition above about 4.5%;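 also: 0% = vehicle wells with enzyme and 100% = reference inhibitor wells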
Numbers without * were called inactive.

canonical_smiles,MsrA inhibitor
CC(C)(C)c1ccc(S(=O)(=O)N2CCN(C(=O)C(=O)c3cccc(C(F)(F)F)c3)CC2)cc1,-0.1
O=C(N=Nc1ccc(NOC(=O)c2ccccc2Br)cc1)c1ccccc1O,0.2
C=CCN1C(=O)c2n[nH]c(COC)c2C1c1ccc2c(c1)OCO2 (stereo unspecified),0.0
N#C/C(=C\c1cn(Cc2ccccc2C#N)c2ccccc12)C(=O)NCc1cccs1,0.2
COCCN1Cc2cc(C(=O)OC)c3c(c2C1=O)c1cc(F)ccc1n3S(=O)(=O)c1ccc(C)cc1,1.2
O=C(N[C@H](Cc1ccccc1)C(=O)NCCCN1CCCC1=O)[C@H]1O[C@@H](n2ccc(=O)[nH]c2=O)[C@H](O)[C@@H]1O,0.0
C=CS(=O)(=O)N(C(=C)C(=O)OC)S(C)(=O)=O,0.1
N#CC1=C(N)N2C(=C(C#N)C1c1ccc(Br)cc1)Nc1ccccc12 (stereo unspecified),-0.9
O=C(C=Cc1ccc(OCc2ccccc2)cc1)c1c(F)cccc1F,0.6
COc1cc2c(cc1OC)[C@@]1(c3ccccc3)CCCC[C@H]1[C@@H]2NC(=O)C(F)(F)F,0.5
CCCCCCC(=O)N1C/C=C\C(c2ccc(OC)cc2)N(Cc2ccc(F)cc2)C(=O)[C@H]1Cc1ccccc1 (stereo partly specified),0.3
COCCN=C1Sc2ccccc2[C@@H]2C[C@H]3[C@H](CON3C)CN12,0.6
COC(=O)C1=C(C)N(Cc2ccc(C(F)(F)F)cc2)C(=NCc2ccc(OC)cc2)NC1c1cccc(Cl)c1 (stereo unspecified),-0.6
O=C(O)CC(Sc1ccc(Cl)cc1)C(=O)Nc1ccccc1 (stereo unspecified),0.1
CCCCNc1ccc2c(c1)OC[C@@H](C)NS2(=O)=O,-0.6
CCN1C(=O)N[C@H]2C[C@H](C(=O)N3CCCC3)[C@H](C)[C@H](c3ccccc3)C[C@H]21,0.2
Cc1ccc(OC(=O)N(C)C[C@H]2OCc3cn(nn3)CCCC(=O)N([C@@H](C)CO)C[C@@H]2C)cc1,0.8
O=C(CN1CCC(Cc2ccccc2)CC1)Nc1ccc2c(c1)OCCO2,0.3
O=c1cc(-c2ccccc2Cl)oc2c(NS(=O)(=O)c3ccccc3OC(F)(F)F)ccc(O)c12,0.6
CCNC(=O)N(C)[C@H]1C[C@H]2c3[nH]c4c(-c5ccccc5)cccc4c3CCN2C(=O)[C@H]1[C@H](C)O,0.4
CCOC(=O)CN1C(=O)N(c2ccc(OC)cc2)[C@H]2CC3c4ccccc4C[C@]3(C)[C@@H](C(=O)N(C)C3CCCCC3)C[C@H]21 (stereo partly specified),0.6
Cn1cnc([N+](=O)[O-])c1Sc1nnc(-c2ccccc2)c(-c2ccccc2)n1,1.2
CCn1c(SCC(=O)Nc2nc3ccccc3s2)nc2c(c1=O)SC(C)C2 (stereo unspecified),1.9
Cc1ccccc1S(=O)(=O)N(C)C[C@H]1OCc2cnnn2CCCC(=O)N([C@H](C)CO)C[C@@H]1C,-0.1
Cc1ccnc(NC(=O)c2ccc(Cl)cc2Cl)n1,-0.1
CC1=C(C(=O)OCc2ccccc2)C(c2ccc(Cl)cc2)NC(=O)N1CCCC(=O)O (stereo unspecified),-1.2
C[C@H](O)[C@@H]1C(=O)N2CCc3c([nH]c4c(-c5ccccc5)cccc34)[C@@H]2C[C@@H]1N(C)C(=O)c1ccco1,1.1
O=C(c1ccccc1)N1CCC2CCN(S(=O)(=O)c3ccccc3)CC21 (stereo unspecified),-0.2
C[C@H]1CN([C@@H](C)CO)C(=O)CCCn2cc(nn2)CO[C@@H]1CN(C)C(=O)C1CC1,-0.4
O=C(N[C@H](C(=O)N1CCC[C@H]1C(=O)NC1CCCC1)C1CCCCC1)c1ccco1,2.9
S=C(NN=C1CCCCC1=NNC(=S)N1CCOCC1)N1CCOCC1,0.2
CCCCS(=O)(=O)N1CCCc2nc(C)c(C)cc21,1.2
Cc1cc2c(nc1C)CCCN2S(=O)(=O)c1c(C)noc1C,0.9
COc1cccc(S(=O)(=O)N(C)C[C@@H]2Oc3ncc(Br)cc3C(=O)N([C@H](C)CO)C[C@@H]2C)c1,-0.1
Nc1ccc(Cc2nc3cc4ccccc4cc3[nH]2)cc1,0.3
CN1Cc2sc(NC(=S)NC(=O)c3ccccc3)c(C#N)c2CC1(C)C,1.1
CC(C)[C@@H](C)/C=C/[C@@H](C)[C@H]1CC[C@@H]2[C@]1(C)CCC1[C@]23C=C[C@]2(C[C@@H](O)CC[C@]12C)N(c1ccc(F)cn1)O3 (stereo partly specified),-0.4
CC(C)C[C@H]1COc2cc(Br)ccc2S(=O)(=O)N1Cc1ccc(Cl)cc1,-0.6
O=Cc1coc([B-](F)(F)F)c1,-0.1
COC(=O)c1c(-c2ccc(OC)cc2)c2c(c3c4cc(F)ccc4n(S(=O)(=O)c4ccc(C)cc4)c13)C(=O)N(C)C2,1.3
COc1ccc(-c2cc(NC(=O)Cc3c(C)[nH]c4ccccc34)ccc2Nc2cccnc2)cc1OC,0.6
C[C@H](CO)N1C[C@H](C)[C@@H](CN(C)C(=O)Cc2cccnc2)Oc2ncc(C#CCc3ccccc3)cc2C1=O,-0.4
CC(C)C[C@H]1COc2cccc(NCCO)c2S(=O)(=O)N1,-0.3
C=CC1=CCN(S(=O)(=O)C(C)(C)C)[C@@H]1CCO,-1.1
COC(=O)c1cc2c(c3c4cc(C)ccc4n(S(=O)(=O)c4cccc(C)c4)c13)C(=O)N(Cc1ccc(N(C)C)cc1)C2,0.8
C[C@@H]1CN(C(=O)OC(C)(C)C)CCN1c1ccc(N2CCN(Cc3ccccc3)[C@@H](C)C2)c(C#N)c1,0.3
CC(C)(C)c1ccc(S(=O)(=O)NCC2CCN(C(=O)C(=O)c3cc4ccccc4o3)CC2)cc1,1.3
Cc1nnc(N/N=C/c2c(O)n(-c3cccc(C(F)(F)F)c3)c(=O)c3ccccc23)[nH]c1=O,1.9
CCn1c(CNC(=O)c2ccccc2F)nnc1SCc1nc2ccccc2c(=O)[nH]1,1.4
CCN1C[C@@H]2[C@@H]3C(=O)N(Cc4ccccc4)C(=O)[C@@H]3[C@](CC)(C1=O)N2C(=O)c1ccc(Cl)cc1,-0.1
Nc1[nH]c(C(=O)c2ccccc2)c(-c2ccccn2)c1C(=O)c1c[nH]c2ccccc12,2.5
Cn1c(=O)c(C(=O)COC(=O)c2cc(C3CC3)nc3ccccc23)c(N)n(Cc2ccccc2)c1=O,-0.1
Cc1cc(=O)oc2c(CN(CC(C)C)CC(C)C)c(O)ccc12,1.6
CCCc1cc2c(OC)ccc(O)c2c(=O)n1C,0.3
C[C@H]1[C@@H]2C[C@@]3(O[C@H](c4ccccn4)N=C3C[C@@H]1c1ccccc1)N(Cc1ccncc1)C2=O,-1.1
CC(C)C[C@@H]1COc2cc(NCCCN3CCOCC3)ccc2S(=O)(=O)N1,1.2
CC(C)c1[nH]nc2c1C(c1ccc(Br)cc1)NC2=O (stereo unspecified),-0.8
CCc1nnc(NS(=O)(=O)c2ccc(NC(=O)c3cc4ccccc4oc3=O)cc2)s1,-0.2
COC(=O)[C@@H](N[C@H](/C=C/c1ccccc1)[C@@H](O)Cc1ccccc1)C(C)C,-0.4
O=C(C(=O)N1CCN(S(=O)(=O)c2cccc3ccccc23)CC1)c1cccc(C(F)(F)F)c1,0.5

An excerpt from above in order of the MsrA inhibitor value, high to low.
molecule | MsrA inhibitor
CCn1c(SCC(=O)Nc2nc3ccccc3s2)nc2c(c1=O)SC(C)C2 (stereo unspecified) | 1.9
CCn1c(CNC(=O)c2ccccc2F)nnc1SCc1nc2ccccc2c(=O)[nH]1 | 1.4
CCN1C[C@@H]2[C@@H]3C(=O)N(Cc4ccccc4)C(=O)[C@@H]3[C@](CC)(C1=O)N2C(=O)c1ccc(Cl)cc1 | -0.1

Continuation:
canonical_smiles,MsrA inhibitor
O=C(Cc1c[nH]c2ccccc12)Nc1ccc(Nc2cccnc2)c(-c2ccc(-c3ccccc3)cc2F)c1,2.6
CN(C)Cc1c(C(C)(C)O)[nH]c2cc(C(F)(F)F)ccc12,-0.8
COc1ccc(C2CC(=O)C(c3ccc(F)cc3)=CN2Cc2ccccc2)cc1 (stereo unspecified),-0.3
O=C(Nc1nc2n(n1)C(c1ccc(Cl)cc1)CC(c1ccc(Cl)cc1)N2)c1ccco1 (stereo unspecified),0.8
CCCCCCCCN1C(=O)[C@@H](CC(=O)NCCCN2CCCC2=O)C[C@@]2(C(=O)OC)C1=C[C@H](C1CCCC1)O[C@@H]2C,0.9
Cc1ccc2nc3n(c(=O)c2c1)-c1ccccc1C(=O)NC3Cc1ccc(O)cc1 (stereo unspecified),0.9
COCCNC(=S)N1C[C@H]2CON(C)[C@H]2C[C@H]1c1ccccc1Br,-0.5
Cn1c(=O)c(Nc2ccc(Cl)cc2)c2c3c(cccc31)C(=O)c1ccccc1-2,-0.8
COC(=O)C1=C(C)N(Cc2ccc(Br)cc2)C(=S)NC1c1cccc(Br)c1 (stereo unspecified),1.1
O=C(NCCN1CCOCC1)c1cc(Sc2ccccc2Cl)nc2ccccc12,2.0
Nc1nc2c(C(=O)N3CCCC3)nnn2c2ccccc12,1.5
CN1C(=O)[C@@]2(C3=C(CCCC3=O)OC3=C2C(=O)OC2(CCCCC2)C3)c2ccccc21,-0.6
CC(C)(C)c1cccc(N/C(=C\C(=O)c2ccccc2)c2ccccc2)c1,0.9
C#CCNC(=O)C[C@H]1C[C@@]2(C(=O)OC)C(=C[C@H](C3CCCC3)O[C@@H]2C)N(Cc2ccccc2)C1=O,0.2
C[C@H](CO)N1C[C@H](C)[C@H](CN(C)C(=O)Nc2ccc(N3CCCCC3)cc2)OCc2cnnn2CCCC1=O,-0.4
COc1ccc2c(c1)[C@@]1(OCCC=C[C@H]1C)C(=O)N2CC1CC1,-0.7
COC(=O)C1=C(C)N(Cc2ccc(C(F)(F)F)cc2)C(=NCc2ccccc2C(F)(F)F)NC1c1ccc(F)cc1 (stereo unspecified),-1.6
Cc1nnc2nc(N)[nH]n2c1=O,0.8
Cc1[nH]c2ccccc2c1CC(=O)Nc1ccc(Oc2cccnc2)cc1,-0.4
CN1CCN(C(=O)C23CC4CC(CC(C4)C2)C3)CC1,-0.1
CC(C)CN1CCC(=O)N([C@H](CO)c2ccccc2)CC1,-0.4
C[C@@H]1CN([C@@H](C)CO)C(=O)CCCn2cc(nn2)CO[C@H]1CN(C)C(=O)Cc1ccccc1,2.7
CC1(NC(=O)CC[N+](C)(C)CCO)CS(=O)(=O)CC1S(=O)(=O)[O-] (stereo unspecified),-0.6
CCN=C1NC(c2ccc(C(F)(F)F)cc2)C(C(=O)OC)=C(C)N1Cc1cccc(C(F)(F)F)c1 (stereo unspecified),-1.5
COc1ccc(N2CCN(C(=O)c3ccc4c(c3)[nH]c(=S)n3c5ccccc5nc43)CC2)cc1,2.8
O=C(NCc1cc(C(F)(F)F)ccc1Cl)c1cccc2c1C(=O)c1ccc(Cl)cc1S2(=O)=O,-0.6
COc1cc2c3nnc(-c4ccccc4)c-3cn(Cc3ccccc3F)c2cc1OC,0.1
Cc1ccc2c(c1)-n1c(nc3cc(C)ccc3c1=O)C(Cc1ccccc1)NC2=O (stereo unspecified),1.1
O=C1NCCOc2ccccc21,0.3
O=C1C=CC(=O)C(C2=C3C(=O)N(CCc4ccccc4)CC(=O)N3CCC2)=C1,-1.2

Grouped by structure, the entries above containing a COOH group (2)
canonical_smiles,MsrA inhibitor
O=C(O)CC(Sc1ccc(Cl)cc1)C(=O)Nc1ccccc1 (stereo unspecified),0.1
CC1=C(C(=O)OCc2ccccc2)C(c2ccc(Cl)cc2)NC(=O)N1CCCC(=O)O (stereo unspecified),-1.2

Going on with the list.
canonical_smiles,MsrA inhibitor
O=C(N[C@H](Cc1ccccc1)C(=O)N1CCN(Cc2ccccn2)CC1)[C@H]1O[C@@H](n2ccc(=O)[nH]c2=O)[C@H](O)[C@@H]1O,-0.6
O=C1[C@H](c2ccccc2)[C@@H](c2ccncc2)N1c1ccncc1,-0.1
O=C(OCc1ccccc1)c1ccccc1O,-0.3
Cc1cccc(N2CCN(C(=O)c3ccc4c(=O)[nH]c5c(C(=O)NC6CCCC6)sc(=S)n5c4c3)CC2)c1C,-0.3
O=C(NCc1ccccc1)C(c1ccco1)N1CCN(CCN2CCOCC2)CC1 (stereo unspecified),1.0
COc1ccccc1CCn1cnc(-c2ccc(Cl)cc2)c1CC(C)C,0.8
O=C(NCc1ccccc1)[C@@H]1CCCN1C(=O)[C@H]1CCCN1C(=O)N1CCCCC1,-0.2
COc1ccc(-c2ccccc2C2Cc3nnccc3CN2)cc1 (stereo unspecified),-0.7
O=C(N[C@@H](Cc1cccnc1)C(=O)N1CCC[C@H]1C(=O)NC1CCCC1)c1ccccc1,0.4
Cc1ccccc1Cn1ccc(=NCc2ccccc2)cc1,-0.9
CCN1CCCC1CN(Cc1cc2cc(C)cc(C)c2[nH]c1=O)C(=O)Nc1ccccc1OC (stereo unspecified),1.2
C[C@@H]1COc2cccc(NC3CC3)c2S(=O)(=O)N1,0.2
O=C(Cc1c[nH]c2ccccc12)Nc1ccc(Nc2cccnc2)c(-c2cc(F)cc(F)c2)c1,0.2
CCNC(=O)N(C)[C@H]1C[C@H]2c3[nH]c4c(-c5ccc6c(c5)OCO6)cccc4c3CCN2C(=O)[C@H]1[C@H](C)O,1.3
C[C@@H]1COc2cccc(N3CCCCC3)c2S(=O)(=O)N1,-0.1
CCC1=C(OC(=O)N(CC)CC)N2C(=O)OC(=NCC3CC3)[C@]2(Cc2ccccc2)[C@H]2C1=CC[C@H]1C(=O)N(CC(=O)OC)C(=O)[C@H]12,-1.1
CC(=O)c1ccc(N2CCN(C(=O)c3ccc4c(=O)[nH]c5c(C(=O)NC6CCCC6)sc(=S)n5c4c3)CC2)cc1,0.0
CCOC(=O)N1CCN(C(=O)C[C@H]2C[C@@]3(C(=O)OC)C(=C[C@H](C4CCCC4)O[C@@H]3C)N(Cc3ccccc3)C2=O)CC1,-0.1

Some of the compounds tested (hit frequency here may not be typical).
